Screens deposited in PubChem by NCI.
NCI-60 one-dose screen, 48 h, at 10 µM unless noted. Numbers give growth in % (100 = growth as untreated, 0 = no growth, -100 = all killed).
HL-60(TB): HL-60(TB) leukemia cells. 78,000 compounds, 9% hits. AID 1794776; active means growth percent below 10
Numbers without * were called inactive; & = joins results of further samples.

SMILES,HL-60(TB)
COc1cc(C2C3CCCN3C3(C(=O)Nc4ccccc43)C2C(=O)c2ccc(Br)cc2)cc(OC)c1OC (stereo not drawn),99.6
O=C(O)c1ncc(Cl)cc1Cl,96.9
Cn1c(O)c(N=NC(=O)c2cc3ccccc3[nH]2)c2ccccc21,96.4
Cc1nnc2nc(N)[nH]n2c1=O,99.6
Cc1ccc(N2CCN(CSc3ccccc3)CC2)cc1,89.8
COc1cc(/C=N/O)nc(-c2ccccn2)c1,-13.5*
COc1ccc2sc(NC(=O)CCCCCCNC(=O)C(O)(O)C(F)(F)F)nc2c1,11.8
COc1ccc(C(C#N)CC(=O)c2ccc3c(c2)OCO3)cc1OC (stereo not drawn),101.6
CC[C@H](Nc1ncnc2nc[nH]c12)c1nc2cccc(CC(=O)c3ccc(C(=O)OC)cc3)c2c(=O)n1-c1ccccc1,87.7
O=C(Nc1ccc(O)c(C(=O)O)c1)Oc1ccccc1,84.6
CN(C)C(=S)N/N=C\C=N/NC(=S)N(C)C,-23.0*
CC(/C=N/NC(=O)c1cnccn1)=N/NC(=O)c1cnccn1,81.5
COC(C(=O)C(O)C(C)O)C1Cc2cc3cc(OC4CC(OC(C)=O)C(OC5CC(O)C(OC)C(C)O5)C(C)O4)cc(O)c3c(O)c2C(=O)C1OC1CC(OC2CC(OC3CC(C)(O)C(OC(=O)C(C)C)C(C)O3)C(O)C(C)O2)C(O)C(C)O1 (stereo not drawn),-46.3*
CC(C)(C(N)=O)c1ccccc1,89.8&88.3
CC(=O)CC(C)(C)c1ccccc1,99.1&145.0
O=C(/C=C/c1ccc2c(c1)OCO2)C1CC1,100.5
COc1cc(NCC(=O)Nc2cc(Nc3ccc(C(F)(F)F)cc3)ncn2)c(Cl)c(OC)c1Cl,113.1
O=C1C2Nc3ccccc3N=C2OC1c1cccc([N+](=O)[O-])c1 (stereo not drawn),94.1
CC(C)N1CN2C(=O)N3CN(C(C)C)CN4C(=S)N(C1)C2C34 (stereo not drawn),93.6
O=C1Nc2ccccc2C12NN=C1Oc3ccccc3C12 (stereo not drawn),99.9
Cc1cccc(C(O)C(O)c2cccc(C)n2)n1 (stereo not drawn),90.5
COc1cc2c(cc1OC)C(c1ccc(N=Cc3ccc(Cl)c(Cl)c3)cc1)N(C(=S)Nc1cc(Cl)ccc1Cl)CC2 (stereo not drawn),76.4
COc1ccc(-c2csc(-c3cc(Cl)cc(Cl)c3Cl)n2)cc1,93.6
COc1cccc(Nc2ncc3c(n2)CCc2cnc(Nc4cccc(OC)c4)nc2-3)c1,86.3

Two consecutive records from above:
SMILES,HL-60(TB)
O=C1Nc2ccccc2C12NN=C1Oc3ccccc3C12 (stereo not drawn),99.9
Cc1cccc(C(O)C(O)c2cccc(C)n2)n1 (stereo not drawn),90.5

(continued)
SMILES,HL-60(TB)
CCCCCCCOc1c(OC)cc(C2CC(=O)Nc3c2c(C)nn3-c2nc3ccccc3[nH]2)cc1OC (stereo not drawn),10.5
C=C(C)[C@@H]1CC[C@]2(C=O)CC[C@]3(C)[C@H](CC[C@@H]4[C@@]5(C)C/C(=C/c6ccc(C(F)(F)F)cc6)C(=O)C(C)(C)[C@@H]5CC[C@]43C)[C@@H]12,96.3
CCCCC1(CC)SCC(=O)NC1=O (stereo not drawn),117.7
O=C(Nc1ccc(Cn2nnc3c(F)cccc32)cc1)c1ccc([N+](=O)[O-])cc1,57.4
CCN1CCC(C(=O)N(CC)CC)CC1,85.0
C(=C\c1cccnc1)/c1ccncc1,91.9
Nc1nccc(-c2c[nH]c3cc(Br)c(Br)cc23)n1,53.5
O=c1c2cc(Nc3nc(-c4ccc5c(c4)OCO5)cs3)ccc2nc2n1CCC2,103.1
CCn1c(=O)c2c(=O)c3c4c(oc3oc2c2ccccc21)C(=O)c1ccccc1C4=O,-18.8*
c1ccc(-c2nn(-c3ccccc3)cc2-c2nc3ccccc3[nH]2)cc1,94.2
COc1ccc(Cn2c(NCCCN(C)C)nc(=O)n(Cc3ccc(F)cc3)c2=O)cc1,95.7
O=C(CN1CCOCC1)Nc1ccc2oc(=O)ccc2c1,69.1
O=S(O)c1cccs1,96.5
Cc1cc(N(CCCl)CCCl)n2c(nc3ccccc32)c1C#N,85.5
CCOC(=O)c1cc2c(n1Cc1ccc(OC)cc1)-c1[nH]c(=O)c(S(=O)(=O)c3ccccc3)cc1CCC2,93.4
COc1cccc(C2c3c([nH]c(=S)[nH]c3=O)Nc3[nH]c(=S)[nH]c(=O)c32)c1O,102.4
CCOc1ccc(NC(=S)n2c(=O)cc(C)c3ccc(O)cc32)cc1,106.3
Clc1ccc(Cc2ccccn2)cc1,94.7
Cn1c2ccc(Br)cc2c2c3c(c4c5ccccc5ccc4c21)C(=O)N(O)C3=O,107.4
Cc1ccc(N=Cc2cc3ccccc3nc2N2C(=O)CC(=O)NC2=O)cc1,97.1
Clc1cccc(Cl)c1C[n+]1ccccc1,101.2
OC(CCN1CCCCC1)(c1ccccc1)c1ccccc1,129.5
CCOC(=O)c1ccc(NC2=C(Cl)C(=O)c3nc(C)ccc3C2=O)cc1,47.5
O=[N+]([O-])c1ccc(NCCNc2ccc([N+](=O)[O-])cc2)cc1,87.7
CCN1CCN(C2=C(N3CCN(CC)CC3)c3c(sc4c(F)cccc34)C(c3cccc([N+](=O)[O-])c3)N2)CC1 (stereo not drawn),98.5
CCN(CC)c1cc(/C=C/c2ccc(OC)c(OC)c2)nc2cc(Cl)c(Cl)cc12,132.1
O=c1c2ccccc2ncn1CCOc1ccc(-c2ccccc2)cc1,103.1
COc1cc(C2=N/C(=C\c3cc4ccc(OCc5ccccc5)cc4nc3OC)C(=O)N2)cc(OC)c1OC,76.8
COc1cc2nnc3c4cccnc4c(C#N)n3c2cc1OC,108.1
Cn1cc(C(=O)c2nc(-c3c[nH]c4ccc(Br)cc34)no2)c2ccccc21,94.3
COc1ccc(C2=CSc3ccccc3N2)cc1,102.2
CN1C(=O)OC(C)(C)C1=O,21.9&102.6
COc1ccc(/C=C/C(=O)/C=C(/C=C/c2ccc(OC)c(OC)c2)OB(F)F)cc1OC,19.7
CSc1ccc2c(c1)N(C(=O)/C(C#N)=C/C=C/c1ccccc1)c1ccccc1S2,54.1
N#Cc1c(O)c2c(c(O)c1C#N)C(=O)c1ccccc1C2=O,-38.1*
O=[N+]([O-])c1cc2c(ccc3occc32)o1,5.1*

Continued (2 carried over from the part before).
SMILES,HL-60(TB)
N#Cc1c(O)c2c(c(O)c1C#N)C(=O)c1ccccc1C2=O,-38.1*
O=[N+]([O-])c1cc2c(ccc3occc32)o1,5.1*
O=C1CCC(C(=O)N/N=C/c2ccc([N+](=O)[O-])cc2)N1 (stereo not drawn),96.7
CCCCc1oc2ccc([N+](=O)[O-])cc2c1C(=O)c1ccc(C#Cc2ccc(C)cc2)cc1,91.1
Cn1c(=O)nc(N)n(NC(=O)CCl)c1=O,115.9
N#C/C(=C\c1cccc(Cl)c1Cl)C(=O)Nc1sc2c(c1C#N)CCCC2,95.8
COc1cc(CNC(=O)/C=C/C=C/c2ccc3c(c2)OCO3)ccc1OCc1cn(-c2ccc([N+](=O)[O-])cc2)nn1,97.5
N#Cc1c(-c2ccc(Cl)cc2)nc(NS(=O)(=O)c2ccccc2)nc1N1CCCCC1,89.7
C=C1CC[C@@H](C(=O)OC)Cc2nc(C)ccc21,100.3
N/C(=N\c1nc2c(Cl)cc(Cl)cc2s1)C(Cl)(Cl)Cl,4.5*
CC1=CC[C@H]2C(C)=CC[C@@H](C(C)C)[C@@H]2C1,112.5
CCOC(=O)CCc1c(C(=O)OCC)[nH]c2cccc(C(=O)OCC)c12,93.1
CCN1C(=O)C2(Nc3ccccc3S2)c2cc(C)ccc21 (stereo not drawn),117.8
COc1c(C)c2c(c(O)c1C/C=C(\C)CCC(=O)O)C(=O)OC2,45.6
COc1ccc(/C=C/Br)cc1,92.5
O=C1NC(=C(Cl)Cl)/C(=N/S(=O)(=O)Nc2ccc(F)cc2)N1,100.7
CCC1=CCC(=O)O1,106.3
Cc1cccc(C2CC(c3ccccc3Cl)=NN2c2ccc(-c3ccccc3)nn2)c1 (stereo not drawn),91.2
Clc1cc(Cl)cc(Nc2ccc3cc(OCCCN4CCOCC4)ccc3n2)c1,26.7
COc1cc2cc3c(nc2cc1OC)CCN3Cc1ccc(NC(=O)c2cccc(Cl)c2Cl)cc1,99.2
CCSC(c1ccccc1)(c1ccccc1)c1ccccc1,79.6
Cn1c(=O)c2[nH]c(=O)[nH]c2n(C)c1=O,96.9
NS(=O)(=O)Oc1ccc(-c2ccc3sccc3c2)cc1,99.7
O=C(/C=C\c1cccc(Br)c1)c1ccc(Cl)cc1,94.0
Cc1ccc(/C(=N\NC(N)=S)C2CC2)cc1,80.6
CCOC(=O)NC(=O)CCl,98.9
CC(=O)OC1=CC(=O)c2ccccc2C1=O,97.0
O=C(NCc1ccc(Cl)cc1Cl)C1CCC(=O)N1C(=O)NCc1ccc(Cl)c(Cl)c1 (stereo not drawn),100.0
O=C(/C=C/c1ccc(F)cc1)Nc1ccc(C=C2c3ccccc3C(=O)c3ccccc32)cc1,31.0
CCCOc1cc(C)c(C(=O)Oc2ccccc2C(=O)O)c(C)c1,104.8
Cc1ccc(-n2c(SCCc3c[nH]c4ccccc34)nnc2-c2ccncc2)cc1,95.9
CCC(=O)Oc1ccc(-c2ccccc2)cc1Br,96.5
CCNC1(C(=O)O)CCCCC1,94.9
CCN(Cc1cccc(S(=O)(=O)[O-])c1)c1ccc(C(=C2C=CC(=[N+](CC)Cc3cccc(S(=O)(=O)O)c3)C=C2)c2ccccc2S(=O)(=O)O)cc1,103.9
CCCCCN(C)c1ncnc2[nH]ncc12,106.7
Cc1cc(NCCCN(C)C)c2ccc3c(ccc4c(NCCCN(C)C)cc(C)nc43)c2n1,-60.2*
Fc1ccccc1-c1nc(-c2nc3ccccc3[nH]2)c2ccccn12,73.5
CCn1c(SCC(=O)N/N=C/c2ccccc2)nc2c1c(=O)n(C)c(=O)n2C,116.4
O=[N+]([O-])c1cc[n+]([O-])cc1,36.1
C#CC(O)CC (stereo not drawn),98.5
Cn1cc2c(c1)-c1oncc1CC2,93.4
COc1ccc(-c2nc(SC(C)C)nc(Oc3ccc(/C=C4/SC(=O)NC4=O)cc3)c2C#N)cc1,84.2
O=C(/C(=C/c1ccccc1)CN1CCCCC1)c1ccccc1,-16.4*
COc1cc(Nc2ccnc(N3CCN(c4ccnc5cc(Cl)ccc45)CC3)n2)cc(OC)c1,-23.7*
CC1=C(C(=O)c2ccccc2)C(c2cccc(Cl)c2Cl)n2c(nc3ccccc32)N1 (stereo not drawn),36.1
CC1=N/C(=C\c2ccc(C(C)C)cc2)C(=O)N1CCc1ccc(S(N)(=O)=O)cc1,91.3
O=S(=O)(O)c1cc(Cl)ccc1Cl,96.7
CCCCCCCCc1ccc(O)c(N)c1,96.1
CC/C=C\C[C@H]1C/C=C2/C(=O)C(Cl)=C[C@@H]2C/C=C\CCCC(=O)O1,-6.9*
Cc1noc(NS(=O)(=O)c2ccc(Nc3nc(CC(=O)Nc4ccccc4)cs3)cc2)c1C,99.8
N#Cc1nc2ccccc2n1OCc1ccccc1,86.2
Cc1ccc(C(CS(=O)(=O)c2ccccc2)=Nc2ccc(S(N)(=O)=O)cc2)cc1,98.4
Fc1cnccc1-c1nc2ccc3[nH]ncc3c2c2c1CCCC2,16.9
CC#Cc1nc2ccccc2c(=O)[nH]1,11.4
Cn1/c(=N/N=C(N)N)ccc2ccccc21,97.9
CCOC(=O)c1ccc(N2C(=O)C(Cl)(c3ccccc3)C2c2ccco2)cc1 (stereo not drawn),66.0
COc1cccc(CNc2ccnc3[nH]c4ccc(C#N)cc4c23)c1,80.6
COc1ccc(Nc2nc(-c3cccc4ccccc34)nc3sc4c(c23)CCCCCC4)cc1,101.2
O=C(Nc1cccc(C(=O)N2CCc3ccc(Cl)cc32)c1)c1ccco1,1.4*
CCOC(=O)C(Cc1c[nH]c2ccc([N+](=O)[O-])cc12)C(=O)OCC,118.6
N#Cc1c(-c2ccc(Cl)cc2)nc(SCC(=O)NCCc2ccc(S(N)(=O)=O)cc2)[nH]c1=O,102.2
Nc1ncn([C@@H]2O[C@H](CO)[C@@H](O)[C@H]2O)c(=O)n1,-2.8*

The listing continues.
SMILES,HL-60(TB)
C/C(=C(/c1ccccc1)c1ccc(OCCN)cc1)c1cccc(O)c1,106.8
CC1=NN(c2nc(-c3ccc(Cl)cc3)c(C#N)c(N3CCOCC3)n2)C(=O)C1,81.8
Cc1ccc2c(C)c(C)c(=O)n(C)c2c1,100.7
O=C(Nc1ccccc1Cl)Oc1ccc(-c2ccccc2)cc1,97.4
CC(C)CC(C)NCCO (stereo not drawn),99.3
Nc1ncnc2c1N=C1c3ccccc3CCC1C(c1ccc(Cl)cc1)N2 (stereo not drawn),56.5
COc1ccc(CCNc2nc3c(c(=O)n(Cc4ccc(Br)cc4)c(=O)n3C)n2C)cc1OC,28.6
Cc1c(F)c(C)c(F)c(C)c1F,101.6
CC(C)COCC(O)CCl (stereo not drawn),98.8
COc1cc(C)cc2oc3oc(=N)c(-c4csc(-c5cc6ccccc6o5)n4)cc3c(=O)c12,106.5
O=C(CCCCCOc1ccc(NC(=O)Nc2ccc(Cl)cc2)cc1)Nc1ccccn1,94.1

Only part of the results is shown (hit frequency here may not be typical).
